# PTHR1 ag = qHTS for PTHR1 Agonists: Primary Screen; Parathyroid hormone/parathyroid hormone-related peptide receptor (Homo sapiens), Q03431; HEK293 GP2 PTHR1 cells, GloSensor cAMP luminescence, 1 h; Potency, µM (doses to about 115 µM), inactives show top-dose activation, hits mostly activators; 0.075% of 410,000 active; AID 743266, 2014; further: potency means the concentration at half of the fitted maximal effect; nearly all actives have a fitted effect of over 55% in size; some results filed as inactive show a strong effect at the top dose; inactives centre near -15; many of its hits are not listed in these tables
# Target sequence (Q03431 whole entry, looked up): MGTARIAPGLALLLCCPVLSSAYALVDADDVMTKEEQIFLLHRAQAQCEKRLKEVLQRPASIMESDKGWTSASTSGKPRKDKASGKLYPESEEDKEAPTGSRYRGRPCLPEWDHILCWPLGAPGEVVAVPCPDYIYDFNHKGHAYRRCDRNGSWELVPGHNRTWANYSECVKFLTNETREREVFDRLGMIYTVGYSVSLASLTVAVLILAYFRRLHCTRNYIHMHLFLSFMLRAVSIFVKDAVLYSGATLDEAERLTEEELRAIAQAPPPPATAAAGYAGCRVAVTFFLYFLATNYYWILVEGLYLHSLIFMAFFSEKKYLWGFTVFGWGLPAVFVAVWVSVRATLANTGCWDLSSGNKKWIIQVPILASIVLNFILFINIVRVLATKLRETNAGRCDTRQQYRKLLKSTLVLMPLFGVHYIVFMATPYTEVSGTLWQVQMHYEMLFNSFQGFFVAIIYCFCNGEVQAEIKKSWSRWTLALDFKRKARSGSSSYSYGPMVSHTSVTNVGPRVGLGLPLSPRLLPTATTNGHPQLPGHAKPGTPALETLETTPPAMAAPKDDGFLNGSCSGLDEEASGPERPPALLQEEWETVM
#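 HEK-293-derived GP2 cells expressing PTHR1 and a GloSensor cAMP reporter, 3,000/well, plated overnight, given luciferin plus IBMX (each 0.5 mM as added) for 1 h at 37 °C, then compound for 1 h at 37 °C. Luminescence was read after 15 min at room temperature.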
# GLP1R inv ag = qHTS of GLP-1 Receptor Inverse Agonists (Inhibition Mode); 1.6% of 410,000 active; HEK293 GLP-1R CRE-luciferase, luminescence, 24 h; GLP-1R form is constitutively active; Potency, µM (series often up to 38.3 µM), for inactives: at the highest dose activity change, negative = inhibition, actives largely listed as inhibitors; Glucagon-like peptide 1 receptor (Homo sapiens), P43220; AID 624417, 2012; further: potency means the concentration at half of the fitted maximal effect; on the % scale 0 is the no-effect control and ±100 the full control effect; nearly all actives have a fitted effect of over 55% in size
# Target sequence (P43220 whole entry, looked up): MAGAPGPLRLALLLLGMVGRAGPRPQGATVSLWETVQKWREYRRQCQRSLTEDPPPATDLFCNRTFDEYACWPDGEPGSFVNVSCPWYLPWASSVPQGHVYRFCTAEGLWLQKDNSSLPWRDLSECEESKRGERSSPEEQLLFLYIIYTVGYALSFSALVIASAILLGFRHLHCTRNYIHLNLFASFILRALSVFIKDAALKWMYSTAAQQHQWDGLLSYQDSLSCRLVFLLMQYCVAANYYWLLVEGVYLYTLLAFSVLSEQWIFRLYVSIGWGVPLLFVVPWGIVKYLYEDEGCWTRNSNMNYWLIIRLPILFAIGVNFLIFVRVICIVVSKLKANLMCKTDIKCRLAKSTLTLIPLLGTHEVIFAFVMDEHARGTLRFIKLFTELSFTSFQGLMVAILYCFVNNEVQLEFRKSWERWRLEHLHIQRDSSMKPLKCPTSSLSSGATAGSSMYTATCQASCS
#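 HEK293 cells stably co-expressing constitutively active GLP-1R and a cAMP-responsive luciferase reporter were seeded in DMEM with 10% Nu serum, given compounds after 12 h, and incubated 24 h at 37 deg C. Luminescence was then read.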
# GLP1R cytotox = qHTS of GLP-1 Receptor Inverse Agonists: Cytotox Screen; HEK293 cAMP-luciferase reporter cells, luminescence, 24 h; Potency, µM (highest dose often 38.3 µM), for the others: at the top dose activity change, negative = inhibition, usual class: inhibitors; 0.13% of 410,000 active; AID 624418, 2012;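 further: loss of luciferase light is scored as toxicity; potency means the concentration at half of the fitted maximal effect; on the % scale 0 is the no-effect control and ±100 the full control effect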
#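 Seeding density was 200 cells/uL; after overnight-length (12 h) culture, 23 nL compounds went on for 24 h at 37 °C. Readout used a luciferase detection reagent, luminescence taken after 12 min at room temperature.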
# aSyn rescue = qHTS of alpha-syn Inhibitors; Potency, µM (titrated, usually from 46.1 µM), inactives show at the highest dose growth rescue (activation), hits mostly activators; AID 652106, 2013; Yeast expressing alpha-synuclein, growth rescue, BacTiter-Glo, 24 h; 0.14% of 370,000 active; further: potency means the concentration at half of the fitted maximal effect; % of control where 0% means no effect; nearly all actives have a fitted effect of over 65% in size
#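 Galactose-induced alpha-syn yeast (OD600=0.02, raffinose-pregrown) + pinned cpd, 24 hr, 30 deg C; growth by BacTiter-Glo luminescence. Growth restoration scores as activation.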
# Abeta yeast res = qHTS for compounds that reverse cellular toxicity of Amyloid beta (A-beta) peptide in yeast: Primary Screen; yeast expressing A-beta42, growth rescue, OD600, 48 h; response scale: 0% DMSO, 100% iron-clioquinol control; Potency, µM (series often up to 46.1 µM), for the others: at the highest dose growth rescue, hits mostly activators; 0.063% of 410,000 active; further: potency means the concentration at half of the fitted maximal effect; nearly all actives have a fitted effect of over 55% in size
#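 Yeast A-beta toxicity model in growth medium with pinned compounds, 48 h at 30 C; growth read as absorbance at 600 nm. Normalized to FeCl3/clioquinol equimolar mix (positive) and DMSO (negative).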
# pAkt inh = HTS Assay for Inhibitors of Akt Phophorylation: Primary Screen; activity change, % for hits at 50 µM; AID 651550, 2012; Neuro2A IGF-stimulated pAkt S473 HTRF, 20 min; hits give low values; 0.32% of 360,000 active; in the data active means activity change below about -80%; inconclusive means mostly about -51% to -80%; further: on the % scale 0 is the no-effect control and ±100 the full control effect
#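 Neuro2A cells in DMEM with 0.5% FBS, overnight at 37 deg C, given compound at single 50 µM final, then IGF (6 nM final) for 20 min at 37 deg C. Lysed; phospho-Akt Ser473 by HTRF after 24 h, 665/615 ratio.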
# TDP43 rescue = qHTS of TDP-43 Inhibitors; TDP-43 expressing yeast growth rescue, BacTiter-Glo, 24 h; Potency, µM (top dose mostly 46.1 µM), for inactives: top-dose growth rescue (activation), hits mostly activators; 1.8% of 410,000 active; further: potency means the concentration at half of the fitted maximal effect; % of control where 0% means no effect; nearly all actives have a fitted effect of over 50% in size
#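 Luminescence from BacTiter-Glo reports growth of TDP-43-expressing yeast after 24 hr at 30 deg C with compound. Cells were raffinose-pregrown to mid-log, then seeded in galactose medium at OD600=0.02.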
# MmCpn inh = Inhibitors of TCP-1 ring complex (TRiC) of Methanococcus maripaludis (MmCpn): qHTS | Potency, µM (highest dose often 76.9 µM), without a hit: at the highest dose activity, negative = inhibition, actives largely listed as inhibitors | Chaperonin Mm-Cpn (Methanococcus maripaludis) | 0.031% of 330,000 active | purified Mm-Cpn ATPase, ADP Transcreener TR-FRET; further: potency means the concentration at half of the fitted maximal effect; on the % scale 0 is the no-effect control and ±100 the full control effect; nearly all actives have a fitted effect of over 80% in size
#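 Purified archaeal chaperonin (25 nM final) was preincubated with compound for 10 min at 37°C, then ATP (10 uM final) was added for 30 min at 37°C in Tris pH 7.4/KCl/MgCl2/DTT buffer. ADP was quantified by HTRF Transcreener TR-FRET.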
# FUS yeast rescue = qHTS for Suppressors of FUS Proteinopathy: Primary screen using FUS-linked yeast assay. S. cerevisiae FUS-expressing, growth rescue, OD600, 24 h. Potency, µM (doses to about 76.6 µM), inactives show at the top dose growth rescue (activation), usual class: activators. AID 1347120, 2019. 0.24% of 390,000 active;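 further: potency means the concentration at half of the fitted maximal effect; plate controls were DMSO vehicle for no effect and reference control for full effect; nearly all actives have a fitted effect of over 55% in size; some results filed as inactive show a strong effect at the top dose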
#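 Quantitative HTS measuring growth restoration of FUS-toxic yeast. Galactose-induced cells (OD 0.005) were exposed 24hr at 30C to compounds at several concentrations, then absorbance at 600 nm was recorded.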
# Numbers without * were called inactive; i = inactive; ? = inconclusive; · = no result given; [ ] = another dose, or the depositor's remark. Unless noted, the call rests on the fitted dose curve; in most records, active means well fitted curve in the direction sought with a large enough effect; inconclusive means small, poorly fitted or top-dose-only effect, or another doubt; inactive means no such curve, though single readings can be large; an effect the other way counts as inactive or inconclusive. A portion of the library, so the mix of outcomes need not match the whole.
SMILES,PTHR1 ag,GLP1R inv ag,GLP1R cytotox,aSyn rescue,Abeta yeast res,pAkt inh,TDP43 rescue,MmCpn inh,FUS yeast rescue
O=C(CN1C(=O)/C(=C2/SC(=S)N(CCS(=O)(=O)O)C2=O)c2ccccc21)Nc1cccc(Br)c1,-12%,-20%,-3%,0%,-20%,i,-6%,0%,?
CCOC(=O)[C@]12CCCC=C1N(Cc1ccc3c(c1)OCO3)C(=O)[C@H](CC(=O)NCc1ccc(OC)c(OC)c1)C2,-3%,20%,4%,3%,4%,i,20%,·,?
CCOC(=O)c1c(C)[nH]c(C)c1C(=O)CSc1nnc(-c2ccco2)n1Cc1ccccc1,-27%,-4%,-13%,5%,8%,i,?,1%,36%
Cc1cc(NC(=O)/C(C#N)=C/c2ccco2)n(-c2ccccc2)n1,-6%,36%[activator],-4%,1%,-3%,i,11%,1%,35%
CCOC(=O)/C(=C\c1cccc(O)c1)c1nc2sc(C)c(C)c2c(=O)[nH]1,-44%[inhibitor],?,?,-37%[inhibitor],7%,i,?,1%,·
CCc1cccc(CC)c1NC(=O)c1cccc(S(=O)(=O)N2CCN(C)CC2)c1,i,-5%,29%,-5%,-11%,i,3%,0%,·
COc1ccc(C2C3=C(CC(C)(C)CC3=O)Oc3ncn(CCCn4ccnc4)c(=N)c32)cc1 (stereo not given),i,21%,-2%,-3%,0%,i,-1%,0%,·
CCOCc1c(C(=O)OCC(=O)NCc2ccc(F)cc2)oc2ccccc12,-12%,-7%,-21%,3%,3%,i,0%,-3%,·
COC(=O)CCCNC(=O)c1ccc(OS(=O)(=O)c2cc([N+](=O)[O-])ccc2C)cc1,-8%,-4%,3%,-3%,-7%,i,-7%,2%,5%
COc1ccc2c(c1OC)C(=O)OC2Nc1nc2ccccc2s1 (stereo not given),-23%,11%,-3%,0%,13%,i,13%,-1%,-4%
CCOc1ccccc1NC(=O)c1nnn(CC(=O)Nc2ccc3c(c2)OCO3)c1N,-1%,-27%,-3%,14%,16%,i,-2%,1%,25%
C=CCNC(=O)c1onc(CSc2cccc(OCC)c2)c1C(=O)O,-7%,?,1%,-10%,-1%,i,17%,-1%,-15%

# Part of the list above in order of SMILES length, high to low.
SMILES,PTHR1 ag,GLP1R inv ag,GLP1R cytotox,aSyn rescue,Abeta yeast res,pAkt inh,TDP43 rescue,MmCpn inh,FUS yeast rescue
CCOC(=O)[C@]12CCCC=C1N(Cc1ccc3c(c1)OCO3)C(=O)[C@H](CC(=O)NCc1ccc(OC)c(OC)c1)C2,-3%,20%,4%,3%,4%,i,20%,·,?
O=C(CN1C(=O)/C(=C2/SC(=S)N(CCS(=O)(=O)O)C2=O)c2ccccc21)Nc1cccc(Br)c1,-12%,-20%,-3%,0%,-20%,i,-6%,0%,?
COC(=O)CCCNC(=O)c1ccc(OS(=O)(=O)c2cc([N+](=O)[O-])ccc2C)cc1,-8%,-4%,3%,-3%,-7%,i,-7%,2%,5%
CCOC(=O)c1c(C)[nH]c(C)c1C(=O)CSc1nnc(-c2ccco2)n1Cc1ccccc1,-27%,-4%,-13%,5%,8%,i,?,1%,36%
CCOC(=O)/C(=C\c1cccc(O)c1)c1nc2sc(C)c(C)c2c(=O)[nH]1,-44%[inhibitor],?,?,-37%[inhibitor],7%,i,?,1%,·
CCc1cccc(CC)c1NC(=O)c1cccc(S(=O)(=O)N2CCN(C)CC2)c1,i,-5%,29%,-5%,-11%,i,3%,0%,·
CCOc1ccccc1NC(=O)c1nnn(CC(=O)Nc2ccc3c(c2)OCO3)c1N,-1%,-27%,-3%,14%,16%,i,-2%,1%,25%
Cc1cc(NC(=O)/C(C#N)=C/c2ccco2)n(-c2ccccc2)n1,-6%,36%[activator],-4%,1%,-3%,i,11%,1%,35%
C=CCNC(=O)c1onc(CSc2cccc(OCC)c2)c1C(=O)O,-7%,?,1%,-10%,-1%,i,17%,-1%,-15%
COc1ccc2c(c1OC)C(=O)OC2Nc1nc2ccccc2s1 (stereo not given),-23%,11%,-3%,0%,13%,i,13%,-1%,-4%

# (continued)
SMILES,PTHR1 ag,GLP1R inv ag,GLP1R cytotox,aSyn rescue,Abeta yeast res,pAkt inh,TDP43 rescue,MmCpn inh,FUS yeast rescue
O=C(c1ccc(=O)n(Cc2ccccc2)n1)N1CCN(C/C=C/c2ccccc2)CC1,-10%,?,-1%,-2%,1%,i,-9%,1%,26%
CCn1c(SCC(=O)c2c[nH]c3ccccc23)nc2cc(S(=O)(=O)N3CCOCC3)ccc21,i,13%,-16%,-1%,1%,i,13%,-3%,·
O=S(=O)(NC1CCCC1)c1ccc(F)cc1F,i,-3%,-1%,0%,14%,i,27%,·,-20%
COc1ccc(S(=O)(=O)N2CCN(C)CC2)cc1,-25%,17%,-2%,-1%,3%,i,9%,3%,-19%
O=C(c1ccccc1F)N1CCN(CC2CC3C=CC2C3)CC1 (stereo not given),-20%[57.5 µM],1%,-1%,0%,17%,i,-17%,0%,-12%
Clc1ccc(C2[C@H]3CN(Cc4cccnc4)[C@H](c4ccccc4)C34CC2(c2ccccc2)C4)cn1 (stereo not given in full),-32%[inhibitor],?,1%,-2%,9%,i,-18%,3%,-2%
CC(=O)c1ccc(OCc2cc(C(=O)NC3CCCCC3)no2)cc1,-35%[inhibitor],27%,-2%,-2%,-1%,i,-7%,-3%,15%
CSc1ccc(CN2CCC2(C)C(=O)Nc2ccc3c(c2)OCO3)cc1 (stereo not given),i,?,2%,-7%,-17%,i,15%,·,-19%
COc1ccc(C(CNC(=O)c2cc3c(s2)CCCC3)N2CCOCC2)cc1 (stereo not given),i,7%,0%,0%,1%,i,-3%,-3%,17%
O=C(NS(=O)(=O)c1ccccc1)c1cccc(Br)c1,-24%,11%,1%,0%,12%,i,18%,1%,4%
O=C(O)c1cc(NN=Nc2cccc([N+](=O)[O-])c2)cc([N+](=O)[O-])c1,-2%,24%,-5%,10%,-30%,i,6%,0%,10%
S=C(NCCCn1ccnc1)NC1CCCCC1,i,1%,-12%,6%,16%,i,-26%,-1%,·
O=C(O)c1ccccc1NN=C1CCCCC1,-14%,9%,11%,4%,6%,i,2%,-1%,8%
CCOc1cccc(NC(=O)CSc2ncc(-c3ccccc3)[nH]2)c1,-1%,?,-12%,·,7%,·,?,·,14%
Cn1c(NC(=O)c2ccc(F)c(F)c2)cc(=O)n(C)c1=O,i,7%,-6%,-4%,-12%,i,11%,3%,-17%
CC(C(=O)OCC(=O)c1ccccc1)N1C(=O)C2C3CCC(C3)C2C1=O (stereo not given),-3%,-9%,-4%,0%,11%,i,-14%[0.397 µM],0%,12%
Cc1cc(NC(=O)C2CCCCC2)n(-c2nc3ccccc3[nH]2)n1,i,?,?,8%,9%,i,9%,1%,5%
Cc1cc(C)cc(N(CCC#N)C(=O)COC(=O)c2nc3nc(C)cc(C)n3n2)c1,5%,12%,14%,-9%,3%,i,7%,-1%,·
COc1ccc(-c2onc(C)c2-c2cnn(-c3ccccc3)c2)c(O)c1,-12%,?,-12%,1%,7%,i,-4%,2%,-7%
COc1ccccc1-c1noc2c1C(=O)N(Cc1cn(-c3ccc(Cl)cc3)nn1)CC2,-10%,?,0%,0%,-26%,i,-12%,·,35%
O=C(NCc1ccccn1)c1cccc(S(=O)(=O)Nc2ccc(SC(F)F)cc2)c1,-7%,9%,-5%,1%,6%,i,-11%,-18%,13%
COc1cccc(NC(=O)Cn2c(=O)n(-c3ccccc3)c(=O)c3ccc(C(=O)NCc4ccc5c(c4)OCO5)cc32)c1,0%,-14%,3%,-12%,-21%,·,-8%,·,12%
Cc1occc1C(=O)N/N=C/c1cccnc1,-13%[57.5 µM],13%,7%,0%,4%,i,-7%,0%,7%
C[C@H](CO)N1C[C@H](C)[C@@H](CN(C)S(=O)(=O)c2cccs2)Oc2c(NC(=O)Cc3ccccc3)cccc2C1=O,13%,12%,1%,-6%,1%,i,-2%,0%,12%
Cc1ccc(S(=O)(=O)NCCC(=O)Nc2cccc(S(N)(=O)=O)c2)cc1C,i,8%,0%,-1%,3%,i,0%,0%,17%
Cn1c(=S)[nH]c2[nH]c(=O)cnc2c1=O,i,1%,-1%,3%,-2%,i,0%,2%,9%
COc1ccccc1NC(=O)c1cc2c(=O)n(Cc3cccs3)ccc2nc1C,4%,-27%,-10%,·,-27%,·,?,·,19%
CN(C)CCCNC(=O)C[C@H]1C[C@H](C(=O)N2CCOCC2)[C@@]2(CCC3CCCC3)c3[nH]c4cc(CCC(=O)N(C)C)ccc4c3CCN2C1=O,-22%,1%,5%,-1%,3%,i,15%,-1%,23%
CC(NC(=O)C1CCC(=O)N1Cc1ccccc1Cl)c1ccccc1 (stereo not given),i,8%,-9%,5%,0%,i,0%,3%,-27%
